Rat MKP-3 inhibitors: MKP-3 phosphatase inhibitors, primary screen, biochemical, rat enzyme, in vitro (AID 425) | recombinant MKP-3 phosphatase activity, fluorescence; higher % means a stronger effect | hit rate 0.17% among 110,000 | one-dose inhibition, % at 20 µM; IC50 in µM for titrated hits; in the data active = inhibition above about 50%;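 note: plate controls were vehicle for no effect and reference inhibitor for full effect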
Hsp70 displacement: Hsp70 inhibitors, probe displacement, primary screen, biochemical, fluorescence polarization (AID 583); Heat shock 70 kDa protein 1A (Homo sapiens); Hsp70 fluorescence polarization probe displacement, mP; higher % means a stronger effect; one-dose displacement, % at 20 µM; IC50 in µM for titrated hits; hit rate 0.06% among 140,000; in the data active = displacement above about 50%;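 note: plate controls were vehicle for no effect and reference ligand for full effect; a part of the inactive calls stands beside numbers as strong as those of hits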
* = called active by the depositor; nt = no result given; & = joins results of further samples. Some of the compounds tested. The share of hits here may be higher or lower than overall.

SMILES	Rat MKP-3 inhibitors	Hsp70 displacement
Cc1nc(-c2coc3cc(O)c(C)cc3c2=O)cs1	nt	4.5%
COc1ccc(S(=O)(=O)N(C(=O)C(C)C)c2ccc3oc(=O)sc3c2)cc1	nt	-7.4%
O=C1/C(=C\c2ccc(I)cc2)SC(=S)N1c1cccc(Cl)c1	-1%	-1.1%
COc1ccc(C2C(C(=O)Nc3cccc(C)n3)c3ccccc3C(=O)N2C)cc1OC (configuration not stated)	-3%	5.4%
COC(=O)c1c(NC(=O)C2CC=CCC2C(=O)O)sc2c1CCC(C(C)(C)C)C2 (configuration not stated)	6%	1.0%
CCOC(=O)CCCNC(=O)COC(=O)c1cc2ccccc2cc1O	nt	12%
COC(=O)c1cc(OC)c(OC)cc1NC(=O)c1oc2ccccc2c1C	-2%	-0.3%
COc1cc(/C=C2\C(=O)NN(c3ccccc3)C2=O)ccc1OCC(=O)O	3%	0.0%
Cc1[nH]nc2c1C(c1ccc(F)cc1)C1=C(CC(C)(C)CC1=O)N2 (configuration not stated)	1%	-3.9%
O=c1[nH]c(CN2CCN(c3ccc([N+](=O)[O-])cc3)CC2)nc2ccsc12	nt	1.5%
COc1ccc(CCNC(=O)CSc2cccc3cccnc23)cc1OC	-3%	-11%
CCCNC(=O)NC(C(=O)OC)C12CC3CC(CC(C3)C1)C2 (configuration not stated)	4%	-0.7%
Fc1cnc(N2CCOCC2)nc1N1CCc2ccccc21	-15%	1.9%
CCN1CCN(C(c2ccc(OC)cc2)C(O)C(=O)c2c[nH]c3ccccc23)CC1 (configuration not stated)	nt	1.4%
Cc1cc(N2CCCCC2)nc(SCc2ccc(C#N)cc2)n1	2%	-4.1%
CCOC(=O)c1[nH]c2c(C)cccc2c1CCN1C(=O)c2ccccc2C1=O	0%	0.4%
COc1ccc(NC(=O)Cn2nnc(-c3ccccc3N)n2)cc1OC	5%	-1.3%
CCc1ccc(NC2=NCC(=O)N2Cc2ccc3c(c2)OCO3)cc1	-14%	1.2%
O=C(NCCc1cn2ccccc2n1)c1ccc(Br)o1	-5%	nt
O=C(CSc1nc2c(c(=O)n1-c1ccc(F)cc1)SCC2)NCC1CCCO1 (configuration not stated)	-5%	-11%
COc1ccccc1N(CC(=O)NC1CCCCC1)S(C)(=O)=O	-7%	-0.4%
CCOCCCNC(=O)C(NC(=O)c1ccccn1)c1ccc(C)cc1 (configuration not stated)	-3%	3.9%
CCn1c(Sc2nc(C)nc3scc(-c4cccs4)c23)n[nH]c1=O	-9%	1.4%
Cc1ccc(C(=O)CC2(O)C(=O)N(Cc3ccccc3Cl)c3ccccc32)o1 (configuration not stated)	-1%	-0.8%
CCOC(=O)c1sc(=NC(=O)c2ccc(S(=O)(=O)N3CC(C)OC(C)C3)cc2)n(C)c1C (configuration not stated)	-6%	2.3%
CNC(=O)CN(Cc1ccccc1)S(=O)(=O)c1ccccc1	-14%	4.8%
CCCCSc1nc2c(c(C(F)(F)F)c1C#N)CCC2	nt	-2.2%
CS(=O)(=O)N(CC(=O)Nc1ccc(Cl)cc1)c1ccc(Br)cc1	-2%	-2.4%
COC(=O)C1=C(C)NC(=S)NC1c1ccc(SC)cc1 (configuration not stated)	-4%	2.0%
c1coc(-c2nnc(SCc3nc4ccccc4[nH]3)o2)c1	-9%	-3.8%
Cc1c(C)n(CC(O)CN2C(=O)c3ccccc3S2(=O)=O)c2ccccc12 (configuration not stated)	nt	-1.1%
Cc1cc(C)n(C(=O)CN2C(=O)c3ccccc3C2=O)n1	0%&0%	-1.5%&0.3%
O=c1cc(CSc2nc3cc(Cl)ccc3o2)nc2sccn12	nt	-5.9%
CC(NC(c1ccccc1)(c1ccccc1)c1ccccc1)C(=O)O (configuration not stated)	-2%	-2.5%
O=C(Cn1ncc(Cl)c(Cl)c1=O)c1ccc(Cl)cc1	nt	-2.3%
O=C1N=C(N2CCOCC2)S/C1=C/c1ccc(Cl)cc1Cl	0%	-1.6%
C/C=C/c1ccc(OCCCNC)c(OC)c1	nt	1.5%
COc1cccc(-c2c(NC(=O)c3ccco3)n(-c3ccc(C)cc3)nc(C)c2=O)c1	-15%	-2.1%
CCOC(=O)C(NC(=O)CC)(Nc1ccc(S(=O)(=O)Nc2onc(C)c2C)cc1)C(F)(F)F (configuration not stated)	-4%	0.4%
Cc1nn(-c2cc(N3CCCC3)ccc2[N+](=O)[O-])c(=O)c2ccccc12	nt	-2.5%
O=C(Cc1ccc(Cl)cc1)NNC(=O)c1cc(Cl)ccc1O	2%	1.9%
CC(C)C(=O)Nc1nnc(SCC(=O)N2c3ccccc3CC2C)s1 (configuration not stated)	nt	1.2%
Cc1cc(N2CCOCC2)nc2ccc(NC(=O)CCC(=O)N3CCCCC3)cc12	-2%	1.8%
COc1ccc(/C=C2/SC(=O)N(CNc3cc(F)ccc3C)C2=O)cc1OC	4%	5.6%
NC(=O)CSc1nnc(-c2cnccn2)n1-c1ccccc1	4%	16%
Cc1ccc(C)n1-c1ccc(-n2cnnn2)cc1	4%	-8.1%
COC(=O)c1ccc(NC(=O)CC2SCCNC2=O)cc1 (configuration not stated)	3%	-6.5%
CCc1ccccc1NS(=O)(=O)c1cccc([N+](=O)[O-])c1	3%	3.6%
CC1CN(C2CCN(C(=O)c3ccccc3Cl)CC2)CC(C)O1 (configuration not stated)	-8%	2.1%
O=C1Nc2ccccc2C1=Cc1nc2ccccc2c(=O)n1-c1cccc([N+](=O)[O-])c1	-1%	2.1%
O=C(CN(C(=O)CNS(=O)(=O)c1ccccc1)C1CCCC1)NCc1ccco1	-1%	-5.6%
COc1ccc(-c2cc(C(F)(F)F)c3c(=O)n(-c4ccccc4)[nH]c3n2)cc1	nt	0.4%
C=C(C)CN=c1scc(C)n1/N=C/c1ccco1	-12%	7.4%
O=CN1CCN(C(=O)COc2ccc3ccccc3c2)CC1	0%	-4.3%
N#C/C(=C\c1ccc(C(=O)O)cc1)C(=O)NCc1ccco1	1%	-4.9%
COc1cccc(OCc2nnc(SCC(=O)OC3CCCCC3)n2C)c1	-10%	1.2%
O=C(N/N=C\c1c(Cl)cccc1Cl)c1cnccn1	2%	-3.6%
Cc1nc(Sc2nnnn2-c2ccccc2)c(C#N)c(C)c1C	0%	4.8%
Clc1ccc(CSc2ncccn2)cc1	-11%	nt
O=C(CCN1C(=O)C2CC=C(Cl)CC2C1=O)NCc1ccco1 (configuration not stated)	-9%	-2.3%

Single records, as listed above:
CCn1c(Sc2nc(C)nc3scc(-c4cccs4)c23)n[nH]c1=O is listed as Rat MKP-3 inhibitors: -9%; Hsp70 displacement: 1.4%
COC(=O)c1c(NC(=O)C2CC=CCC2C(=O)O)sc2c1CCC(C(C)(C)C)C2 (configuration not stated) is listed as Rat MKP-3 inhibitors: 6%; Hsp70 displacement: 1.0%

Further structures.
SMILES	Rat MKP-3 inhibitors	Hsp70 displacement
c1ccc(C(Cc2nc(-c3ccccn3)no2)c2ccccc2)cc1	0%	1.9%
COc1ccccc1-c1noc(-c2ccccc2C(=O)Nc2ccccc2)n1	-10%	3.0%
CC(=O)Nc1ccc(C2Nc3cc(C)c(C)cc3NC3=C2C(=O)CC(C)(C)C3)cc1 (configuration not stated)	3%	0.2%
Cc1ccc(C)c(NCc2cccnc2)c1	0%	5.0%
C=CCCCCCCCCC(=O)NNC1=CC(=O)CC(C)(C)C1	nt	4.5%
Cc1ccc(/C(O)=C2/C(=O)C(=O)N(CCCn3ccnc3)C2c2ccccc2)cc1 (configuration not stated)	0%	1.4%
Clc1cc2c(cc1CSc1nnnn1-c1ccccc1)OCO2	4%	0.2%
CCOc1ccc(C2Nc3ccc4ccccc4c3C3=C2C(=O)CC(C)(C)C3)cc1OC (configuration not stated)	0%	-2.0%
O=C(COc1ccc(Br)cc1)Nc1ccc(Cl)cc1Cl	0%	-2.9%
CCc1c(C)sc(NC(=O)C(CC)c2ccccc2)c1C(=O)OC (configuration not stated)	-1%	10%
Cc1ccc(C)c(S(=O)(=O)Nc2ccccc2C(=O)Nc2cc(C)on2)c1	-1%	-1.1%
O=c1oc2cc([N+](=O)[O-])ccc2nc1/C=C(\O)c1ccc(Br)cc1	4%	-9.7%
Cc1ccc(C2CC(C(F)(F)F)n3nc(C(=O)NCc4cccs4)cc3N2)cc1 (configuration not stated)	-4%	-0.8%
COCCCNC(=O)C1CC(=O)N(c2ccc(C)cc2)C1 (configuration not stated)	-2%	-1.4%
O=C(NC1CCCCC1)C1CC(=O)N(c2ccc(Cl)cc2)C1 (configuration not stated)	0%	-1.9%
Cc1ccc(-c2cc(C(=O)NCc3cccs3)no2)cc1	6%	6.5%
Cc1c(C(=O)N2CCCc3ccccc32)oc2ccc(S(=O)(=O)N3CCOCC3)cc12	1%	8.2%
O=C(COC(=O)CCC(=O)c1ccc(Cl)cc1)NCC1CCCO1 (configuration not stated)	3%	3.0%
O=C(Nc1ccc(Br)cc1)c1ccco1	nt	-2.2%
Cc1ccc(-c2nc(CSCC(=O)N3CCN(C(=O)c4ccco4)CC3)c(C)o2)cc1	-11%	2.2%

14 structures already listed, sorted by heavy-atom count, rising.
SMILES	Rat MKP-3 inhibitors	Hsp70 displacement
O=C(Nc1ccc(Br)cc1)c1ccco1	nt	-2.2%
Cc1ccc(C)c(NCc2cccnc2)c1	0%	5.0%
O=C(COc1ccc(Br)cc1)Nc1ccc(Cl)cc1Cl	0%	-2.9%
COCCCNC(=O)C1CC(=O)N(c2ccc(C)cc2)C1 (configuration not stated)	-2%	-1.4%
O=C(NC1CCCCC1)C1CC(=O)N(c2ccc(Cl)cc2)C1 (configuration not stated)	0%	-1.9%
C=CCCCCCCCCC(=O)NNC1=CC(=O)CC(C)(C)C1	nt	4.5%
O=C(COC(=O)CCC(=O)c1ccc(Cl)cc1)NCC1CCCO1 (configuration not stated)	3%	3.0%
c1ccc(C(Cc2nc(-c3ccccn3)no2)c2ccccc2)cc1	0%	1.9%
Cc1ccc(C)c(S(=O)(=O)Nc2ccccc2C(=O)Nc2cc(C)on2)c1	-1%	-1.1%
COc1ccccc1-c1noc(-c2ccccc2C(=O)Nc2ccccc2)n1	-10%	3.0%
Cc1ccc(C2CC(C(F)(F)F)n3nc(C(=O)NCc4cccs4)cc3N2)cc1 (configuration not stated)	-4%	-0.8%
Cc1ccc(/C(O)=C2/C(=O)C(=O)N(CCCn3ccnc3)C2c2ccccc2)cc1 (configuration not stated)	0%	1.4%
Cc1ccc(-c2nc(CSCC(=O)N3CCN(C(=O)c4ccco4)CC3)c(C)o2)cc1	-11%	2.2%
CCOc1ccc(C2Nc3ccc4ccccc4c3C3=C2C(=O)CC(C)(C)C3)cc1OC (configuration not stated)	0%	-2.0%

Remaining list, next part
SMILES	Rat MKP-3 inhibitors	Hsp70 displacement
O=C(NCc1ccco1)c1cc2n(n1)C(C(F)(F)F)CC(c1ccc(Cl)cc1)N2 (configuration not stated)	-2%	6.4%
O=C(NCc1ccncc1)c1cccc(F)c1	-6%	nt
CCOc1cccc(NC(=O)Nc2cccc(C(F)(F)F)c2)c1	-1%	3.4%
O=C(Nc1cccc(O)c1)c1noc2c1CCCCC2	nt	2.3%
NC1=NC(=O)/C(=C/c2ccc(-c3ccc([N+](=O)[O-])cc3Br)o2)S1	35%	44%
Cc1[nH]c2ccc(C(=O)OCCN(C)C)cc2c1C	nt	-3.0%
O=Cc1cn(CC(=O)N2CCOCC2)c2ccccc12	nt	8.9%
COc1ccc(C2C(C#N)=C(N)Oc3cc(C)n(Cc4ccncc4)c(=O)c32)cc1 (configuration not stated)	-17%	1.2%
COc1ccc(-n2c(=S)[nH]c3cc(C(=O)NCCCN4CCCC4=O)ccc3c2=O)cc1OC	nt	-0.9%
CCOC(=O)c1[nH]nc(N)c1NC(=O)c1ccc(Cl)cc1Cl	-12%	-0.5%
Cc1ccccc1-c1nnc(-c2ccccc2)o1	-15%	-4.0%
CC(=O)N(C(C)=O)c1ncc2c([nH]c3ccccc32)c1C#N	-6%	6.0%
CCC1(O)c2ccccc2-c2ncccc21 (configuration not stated)	nt	0.4%
Cn1c(=O)[nH]c(=O)c2c1nc(N1CCc3ccccc3C1)n2CCSc1nc2ccccc2s1	4%	-4.0%
CCCOc1nc2c(c(=O)n(C)c(=O)n2C)n1CC	10%	1.6%
COC(=O)c1ccc(C(=O)OC)c(NC(=O)COc2cc(C)ccc2C(C)C)c1	2%	-4.9%
COC(=O)c1[nH]c2ccc(C)cc2c1NC(=O)CN1CCN(Cc2ccccc2)CC1	-15%	-6.2%
COc1ccccc1/C=C1\SC(=S)N(NC(=O)Cc2ccccc2)C1=O	2%	-0.9%
OCCOCCOCCn1c2ccccc2c2ccccc21	3%	9.8%
Cc1cccc(C(=O)Nc2sc3c(c2C(=O)N2CCCCC2)CCCCC3)c1	3%	-5.5%
Cc1ccccc1C(=O)NN1CCOCC1	1%	5.1%
Cc1cc(C)nc(NC(=O)CCC2CCCC2)c1	nt	-2.0%
COCCCNC(=O)CCSc1ccc(Cl)cc1	-2%	-1.7%
CCCCn1cnc2c1c(=O)n(CC(=O)c1cc(C)n(C)c1C)c(=O)n2CC(C)C	4%	-0.9%
CCOC(=O)C1=C(c2ccccc2)NC(=O)NC1c1ccc(CC)cc1 (configuration not stated)	0%	2.9%
Cc1cc2c(nn1)CCC/C2=N\O	2%	0.2%
COC(=O)C1=C(C)N(C)C(C)=C(C(=O)OC)C1c1cccc(Br)c1	-14%&2%	1.8%&0.9%
COc1cccc(C2CC(c3ccc(Cl)cc3Cl)Nc3nc(N)nn32)c1 (configuration not stated)	-9%	5.0%
CCOC(=O)C1CCCN(Cc2nc(N)nc(Nc3ccccc3)n2)C1 (configuration not stated)	-9%	0.4%

Compound activity deposited in PubChem by Sanford-Burnham Center for Chemical Genomics.
